# Furin inh – human furin inhibition | actives 0.061% (n = 220,000) | inhibition, % at 30 µM | P09958 | purified furin, fluorogenic substrate cleavage; in the data active means inhibition above about 25%; further: inactives centre near -15
# Target sequence (P09958 108-714 limits assumed): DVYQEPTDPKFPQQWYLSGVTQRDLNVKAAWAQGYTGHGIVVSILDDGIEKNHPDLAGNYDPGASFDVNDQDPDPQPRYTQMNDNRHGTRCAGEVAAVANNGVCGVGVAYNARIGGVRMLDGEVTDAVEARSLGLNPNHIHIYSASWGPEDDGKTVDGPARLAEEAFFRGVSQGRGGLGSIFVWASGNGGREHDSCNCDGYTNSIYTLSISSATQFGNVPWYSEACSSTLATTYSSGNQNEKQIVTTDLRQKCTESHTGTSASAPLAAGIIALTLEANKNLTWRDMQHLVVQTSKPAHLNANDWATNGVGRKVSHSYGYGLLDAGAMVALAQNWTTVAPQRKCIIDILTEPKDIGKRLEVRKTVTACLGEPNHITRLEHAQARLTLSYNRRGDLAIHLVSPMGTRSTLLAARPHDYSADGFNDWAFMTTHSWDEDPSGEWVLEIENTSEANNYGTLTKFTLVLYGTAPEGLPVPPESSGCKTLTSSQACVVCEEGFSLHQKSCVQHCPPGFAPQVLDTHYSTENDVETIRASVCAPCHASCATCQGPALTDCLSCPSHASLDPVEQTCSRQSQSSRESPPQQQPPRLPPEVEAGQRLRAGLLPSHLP
# hK5 inh – inhibitors of human kallikrein 5; Q9Y337; recombinant hK5, fluorogenic AMC substrate cleavage; inhibition, % at 5 µM; actives 0.59% (n = 210,000);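 active means inhibition of 40% or more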;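 further: 0% = enzyme controls without compound and 100% = no-enzyme blanks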
# Target sequence (Q9Y337 67-293 limits assumed): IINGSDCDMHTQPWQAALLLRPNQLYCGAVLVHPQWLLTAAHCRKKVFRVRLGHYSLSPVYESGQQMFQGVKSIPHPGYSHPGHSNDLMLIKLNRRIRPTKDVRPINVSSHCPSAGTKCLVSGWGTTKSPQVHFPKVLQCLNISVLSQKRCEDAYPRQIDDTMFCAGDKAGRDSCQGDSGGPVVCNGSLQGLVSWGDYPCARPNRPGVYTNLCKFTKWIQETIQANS
# FXIa inh – inhibitors of human coagulation factor XIa. P03951. inhibition, % at 5 µM. actives 0.14% (n = 220,000). purified FXIa, Boc-Glu-Ala-Arg-AMC fluorogenic substrate;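 active means inhibition of at least 40%; inactive means inhibition below 40%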;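 further: fluorescence of freed AMC excited at 355 nm; 0% = enzyme without compound and 100% = no enzyme blank; many of its hits are not listed in these tables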
# Calpain2 inh – blocks pig calpain II enzyme activity; actives 0.37% (n = 220,000); inhibition, % at 16 µM; AID 1236; purified calpain II, fluorogenic peptide substrate, 30 min;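 active means inhibition above about 50%, limit read from the data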
# Thrombin inh – thrombin (human) inhibition | AID 1046 | P00734 | actives 0.26% (n = 220,000) | inhibition, % at 5 µM | alpha-thrombin, Boc-VPR-AMC fluorogenic substrate cleavage;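 active means inhibition at or above 40%; inactive means inhibition below 40%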;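 further: 0% = enzyme with no compound and 100% = wells without enzyme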
#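 Material: Human alpha-thrombin protein | Buffer or medium: pH 7.5 Tris-saline with Tween 20 | Reagent: Boc-VPR-AMC substrate, 15 µM final | Schedule: Reaction at ambient temperature | Detection: AMC fluorescence at 355 nm excitation and 460 nm emission | Evaluation: Percent inhibition scaled between no-compound controls and no-enzyme blanks | Controls: no-compound enzyme wells and no-enzyme blanks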
# KCC2 mod – modulators of human KCC2 chloride dependent transport | B-score of Tl+ flux slope (higher = more flux/activation; lower = inhibition) at 10 µM | Q9H2X9 | actives 2.2% (n = 190,000) | KCC2 cells, thallium flux FluoZin-2 fluorescence;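 active means thallium flux slope and its plate-corrected score both differing from the plate sample mean at a set confidence after two filtering rounds, in either direction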;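 further: slope of fluorescence scaled to starting intensity during 10 to 20 s after thallium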
# FXIIa inh 1536 – blocks human coagulation factor XIIa protease activity; P00748; purified FXIIa, Boc-QGR-AMC fluorogenic substrate, 2 h; inhibition, % at 5 µM; actives 0.3% (n = 220,000); AID 800; in the data active means inhibition above about 40%;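 further: 0% = enzyme with no compound and 100% = blank without enzyme; many of its hits are not listed in these tables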
# Rad51 HR inh – Rad51 (human) homologous recombination inhibition | inhibition, % at 10 µM | hRad51 DNA strand exchange, fluorescence dequenching | actives 0.085% (n = 200,000);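 active means inhibition above 40% at the single screening dose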;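 further: 0% = DMSO control wells and 100% = blanks with heterologous ssDNA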
#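 material = hRad51 filaments on single-stranded DNA | timing = filaments 15 min 37 °C, then compound 30 min | signal = FRET fluorescence dequenching, excitation 485 nm, emission 520 nm | benchmarks = control wells and blank wells on each plate | evaluation = percent inhibition relative to plate controls and blanks | compound = 10 µM final, single point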
# PERK inh – human PERK inhibition, primary cell-based screen; AID 1416; inhibition, % at 5.6 µM; CHO PERK-DD fusion, SEAP luminescence translation reporter; actives 0.17% (n = 220,000);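 active means inhibition above the mean inhibition of all tested compounds plus 3 SD, set separately per screening campaign, cut at about 2.9% in these data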;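 further: PERK kinase domain activated by AP20187 dimerizer at 100 nM; 0% = DMSO with dimerizer and 100% = rapamycin at 8.4 µM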
# The depositor's hits bear a star; i = inactive; . = no result given; [ ] = remark or other dose. A portion of the library; rates above refer to the full screens.
# Values run as follows: Furin inh	hK5 inh	FXIa inh	Calpain2 inh	Thrombin inh	KCC2 mod	FXIIa inh 1536	Rad51 HR inh	PERK inh
- Cc1cccc(NC(=O)c2ccc(S(=O)(=O)C(F)F)cc2)c1C
→ -24	-22	4	29	-2	-0.13	9	.	-0.4
- Cc1cc(=O)oc2cc(OCC(O)CN3CCc4ccccc4C3)ccc12 (stereo unspecified)
→ -17	-13	-10	-103	-7	-0.32	14	5	-0.6
- CCOc1cc(C(=O)O)cc(Cl)c1OCC#N
→ -18[20 µM]	-6	6	-11	-2	-1.4	7	3	1.7
- CC(C)Oc1ccc(C(=O)NC(=S)N2CCOCC2)cc1
→ -20	-8	6	-9	0	0.93	12	.	0.5
- COc1ccccc1CNC(=O)C/C(C)=N/NC(=O)COc1ccc(C)cc1Br
→ -19	-8	7	-2	0	-2.6	10	.	2.5
- Cc1cc(C)nc(SCC(=O)Nc2ncc(Cc3cccc(Cl)c3Cl)s2)n1
→ -8	-6	-2	20	-7	1.2	0	2	0.4
- Cc1cccc(C(=O)N[C@H](C(=O)Nc2nc3ccc(S(C)(=O)=O)cc3s2)C(C)C)c1
→ -20	5	2	-20	1	-0.24	.	6	-0.1
- COc1ccc(CNC(=S)N/N=C(/C)c2ccccc2)cc1
→ -13	1	-1	11	-3	5.7*	6	-27	0.0
- CC(=NCCc1ccccc1)C1=C(O)CCC1=O
→ -3[20 µM]	9	4	23	7	-0.59	19	3	-0.7
- CC(=O)Nc1ccc(S(=O)(=O)Nc2cc([N+](=O)[O-])ccc2C)cc1
→ -19	1	-2	-25	-11	0.021	6	2	0.2
- C/C(=N\Nc1nc(N2CCOCC2)nc(N2CCOCC2)n1)c1cccc([N+](=O)[O-])c1
→ -15	15	-1	-7	-2	0.05	4	.	1.1
- O=c1[nH]c2ccccc2nc1CCc1ccccc1
→ -28	-6	-4	-36	-3	-1.2	3	4	0.9
- NC(=O)c1ccc(NC(=O)CN2CCN(c3ccc(Cl)cc3)CC2)cc1
→ -22	-8	-12	6	-19	-0.11	5	5	-0.3
- CC(C)Oc1ccc(C(=O)Nc2ccc(N(C)C)cc2)cc1
→ -38	-8	4	-40	0	0.34	12	-3	0.6
- O=C(Nc1ccc(S(=O)(=O)N2CCCC2)cc1)c1ccc(OCC2CCCO2)cc1 (stereo unspecified)
→ -9	-3	-6	17	-15	-0.95	-2	-43	1.1
- Cc1ccc(NC(=O)CSc2nnc(Cc3cccn3C)n2-c2ccc(F)cc2)cc1
→ -13	-7	19	-9	0	-0.48	17	-7	0.0
- CCC1OC2(C)OC(=N)C1(C#N)C(C#N)(C#N)C2c1ccccc1 (stereo unspecified)
→ -11	-24	-2	-55	-3	0.73	1	-20	0.5
- CCOC(=O)C(NCc1ccco1)(NC(=O)c1ccccc1)C(F)(F)F (stereo unspecified)
→ -20[20 µM]	-25	-10	-36	2	0.84	7	-4	0.2
- CCCn1ncc(CN2CCC(CO)(Cc3ccc(OC)cc3)CC2)c1C
→ -33	.	3	-16	-1	.	9	6	1.5
- Cc1nn(Cc2ccccc2)c(Cl)c1/C=C1\NC(=S)NC1=O
→ -17	-4	-4	-10	-9	-0.021	2	3	-0.2
- CN(C)C(=O)CN1CCN(Cc2cn(C)nc2-c2ccc3c(c2)OCCO3)CC1
→ -20	1	-2	-25	-9	-0.099	3	2	0.2
- C/C(=N\NS(=O)(=O)c1ccc([N+](=O)[O-])cc1)c1ccc(NC(=O)c2ccco2)cc1
→ -15	-3	0	0	-3	0.1	3	7	0.7
- Cc1cc(C)cc(NC(=S)NC2CC3CCC(C2)N3Cc2ccco2)c1 (stereo unspecified)
→ -7[20 µM]	-5	0	0	1	-0.65	18	.	-0.2
- O=C(N/N=C/c1ccc(O)cc1)c1ccc(NC(=O)c2ccccc2Br)cc1
→ -8[20 µM]	4	-9	18	-4	.	-1	0	0.0
- COC(=O)CN(c1c(C)cccc1C)S(C)(=O)=O
→ -16	1	-33	-8	-6	0.0021	6	-2	0.9
- CN(C)S(=O)(=O)c1cccc(C(=O)Nc2ccccc2)c1
→ -28	-18	-5	37	2	-0.7	0	-18	0.8
- O=C(c1cccnc1)N1CCN(S(=O)(=O)c2ccc(F)cc2)CC1
→ -34	3	-2	-28	-4	-0.33	11	3	0.4
- S=C(NCCc1ccccc1)N1CCn2cccc2C1c1cccnc1 (stereo unspecified)
→ -22	-6	-5	-33	-9	0.51	4	-2	0.3
- COc1ccccc1N1CC(C(=O)Nc2ccc3c(c2)OCO3)CC1=O (stereo unspecified)
→ -14	-1	3	12	-6	2.5	2	7	0.2
- CC1=CC2=NC(=O)/C(=C\c3cc(C)n(-c4ccccc4)c3C)C(=N)N2O1
→ -7	-4	8	-73	0	1.3	12	.	1.8

# Following part:
# Values run as follows: Furin inh	hK5 inh	FXIa inh	Calpain2 inh	Thrombin inh	KCC2 mod	FXIIa inh 1536	Rad51 HR inh	PERK inh
- CC(=O)NCCn1c(SCC(=O)Nc2ccc(C)cc2)nc2ccccc2c1=O
→ -19	6	4	16	-7	1.1	13	-6	-0.1
- C#CCOCCOCCOCCNc1nc(N2CCN(C(=O)[C@H](Cc3cc4ccccc4[nH]3)n3cc([C@@H](N)CC(C)C)nn3)CC2)nc(N2CCN(C(=O)[C@H](Cc3cc4ccccc4[nH]3)n3cc([C@@H](N)CC(C)C)nn3)CC2)n1
→ -6	1	-3	8	0	-0.2	4	1	0.9
- COc1cc(OC)c(C(=O)NCC(c2cccs2)N(C)C)cc1OC (stereo unspecified)
→ -27	-6	-6	-10	-15	-0.51	11	-7	0.1
- COc1ccc(-c2[nH]ncc2-c2ccc(Cl)cc2)c(O)c1
→ -10	20	13	14	25	.	11	-1	-0.2
- COc1cc([N+](=O)[O-])ccc1NC(=S)NC(=O)CC(C)(C)C
→ -26	-24	-6	0	-5	0.57	-9	6	1.1
- CN(C(=O)CSc1nc(-c2ccccc2)cn1N)C(c1ccccc1)c1ccccc1
→ -5[20 µM]	-6	6	15	-5	-0.024	11	-1	-2.0
- O=C(Cc1cc(=O)[nH]c(=O)[nH]1)NCC1CCCO1 (stereo unspecified)
→ -30	13	-3	4	-6	-1.6	3	-10	1.4
- CS(=O)(=O)N1CCc2cc(S(=O)(=O)NCCNS(=O)(=O)c3ccc4c(c3)CCN4S(C)(=O)=O)ccc21
→ -33	2	-8	-9	-7	0.019	8	2	0.8
- O=C(c1ccc(Cn2cc(Br)cn2)cc1)N1N=C(C(F)F)CC1(O)C(F)F (stereo unspecified)
→ -4	-1	20	33	-1	-0.37	9	21	-0.1
- CCOC(=O)CC(=O)CSc1ccc2nnc(-c3ccccc3)n2n1
→ -20	-9	-6	-56	-6	-0.98	23	5	-0.7
- N#C/C(=C\c1ccc(-c2nc3ccccc3s2)o1)C(N)=O
→ -4	5	5	-53	4	-0.49	7	-15	-1.1
- COc1ccc(C(=O)NNC2=CC(=O)CC(C)(C)C2)cc1
→ -9	49*	14	33	15	0.41	12	.	-0.2
- CCOC(=O)c1c(NC(=O)CSc2nnc(-c3c[nH]c4ccccc34)n2CCOC)sc2c1CCCC2
→ 2	-3	22	-22	2	-0.51	29	.	-0.2
- C[C@]1(C(=O)NCCc2c[nH]c3ccccc23)C=C[C@@H](Cc2ccccc2)N1C(=O)c1ccccc1
→ -7	-6	4	-14	1	-0.035	14	-6	0.0
- CCC(C)NC(=O)CNC(=S)N(Cc1ccccc1)Cc1cccnc1 (stereo unspecified)
→ -4	1	2	21	27	0.39	17	-8	-0.5
- COc1ccc(CCNS(=O)(=O)c2ccc3c(c2)CCN3C(=O)C2CC2)cc1OC
→ -14	7	-14	-2	2	.	17	7	0.6
- CC1CN(S(=O)(=O)c2ccc(C(=O)Nc3sccc3C(N)=O)cc2)CC(C)O1 (stereo unspecified)
→ -3	-14	4	-111	-6	-0.47	-4	15	-1.1
- Cc1snc(SCC(=O)N/N=C(\N)COc2cccc(C(F)(F)F)c2)c1C#N
→ -16[20 µM]	2	-6	17	1	.	3	-2	-1.1
- O=C(CSc1ncnc2c1nnn2-c1ccc(F)cc1)NCC1CCCO1 (stereo unspecified)
→ -8	-5	2	-12	0	.	12	-3	0.9
- CS(=O)(=O)N1CCN(c2ccc(NC(=O)CSc3nnc(-c4ccco4)o3)cc2)CC1
→ -11	-1	7	7	-6	0.19	8	.	-0.9
- CCCCCC(=O)Cc1cc(O)cc2c1C(=O)Oc1cc(O)c(C(=O)O)c(CCCCC)c1O2
→ -28	2	2	27	4	-1.6*	5	-2	.
- Cc1ccc(NC(=O)CN2C(=O)N/C(=C/c3ccc(N4CCOCC4)cc3)C2=O)cc1
→ -16	-4	-2	-17	-1	0.35	0	-11	0.9
- NS(=O)(=O)c1ccc(N=Nc2c(O)ccc3ccccc23)cc1
→ -8	3	1	-156	2	0.11	9	.	-0.8
- COc1cc2c(cc1OC)C1(Nc3c-2c(Cc2ccccc2)nn3-c2ccccc2)C(=O)Nc2ccccc21 (stereo unspecified)
→ -5[20 µM]	4	4	-117	-17	0.75	0	-3	-0.9
- O=C(NCc1ccccc1)N1CCC(c2nc3ccccc3[nH]2)CC1
→ -11	-10	-12	9	-16	-0.18	9	6	0.6
- COc1ccc(NC(=O)c2cc(C)cc(C)c2)cc1[N+](=O)[O-]
→ -21	8	0	13	-2	.	2	.	0.5
- CCOC1=NN(c2ncc(C(F)(F)F)cc2Cl)C(=O)C1
→ -20	-2	-11	0	-3	.	10	-5	1.1
- Cc1ccc(C)c(NC(=O)CN(C)C(=O)[C@@H](NC(=O)c2ccc(C(C)(C)C)cc2)C(C)C)c1
→ -5	-6	7	2	-3	-0.14	13	-8	0.5
- O=S1(=O)N=C(Nc2ccc(N3CCOCC3)c(Cl)c2)c2ccccc21
→ -19	-7	-4	8	0	-1.5	4	12	0.4
- O=C(O)c1cccc(CSc2nc(-c3ccccc3)cc(C(F)(F)F)n2)c1
→ -16	-13	2	0	-5	0.064	9	7	0.7

# New compounds follow
# Values run as follows: Furin inh	hK5 inh	FXIa inh	Calpain2 inh	Thrombin inh	KCC2 mod	FXIIa inh 1536	Rad51 HR inh	PERK inh
- CC(C)(C)OC(=O)c1c(N)n(CCCN2CCCC2=O)c2nc3ccccc3nc12
→ -64	-34	-26	i	3	0.32	-44	.	-0.8
- CCN(Cc1ccccc1)C(c1cc2cc(C)cc(C)c2[nH]c1=O)c1nnnn1CCOC (stereo unspecified)
→ -18	0	-5	-18	-4	0.66	5	-1	-1.1
- Cn1cccc1/C=C1/SC(=S)N(CC(=O)O)C1=O
→ 9	23	7	21	5	0.5	15	-79	0.7
- O=C(Nc1ccccc1N1CCOCC1)c1ccc([N+](=O)[O-])cc1
→ -17	24	8	8	10	0.53	17	-5	-0.5
- O=C(Nc1ccn(Cc2ccccc2F)n1)c1ccc(COc2ccccc2Cl)cc1
→ -15[20 µM]	1	-4	8	-3	-0.68	7	.	-0.4
- C=CCN1C(=O)CSc2ccc(C(=O)NCc3cccs3)cc21
→ -9	-5	3	20	.	-1.1	6	-6	-0.4
- Nc1nnc(SCc2ccc(F)cc2)s1
→ -22[20 µM]	-17	-8	25	2	-0.16	6	-3	1.4
- COc1ccc(-c2nnc(SCC(=O)Nc3nncs3)o2)cc1
→ -21	-4	-4	-8	-7	0.035	3	6	0.4

# Some entries already given, limited to KCC2 mod:
SMILES | KCC2 mod
O=C(Nc1ccn(Cc2ccccc2F)n1)c1ccc(COc2ccccc2Cl)cc1 | -0.68
CC(C)(C)OC(=O)c1c(N)n(CCCN2CCCC2=O)c2nc3ccccc3nc12 | 0.32

# Source: PubChem BioAssay (several laboratories)
